MazEF act – increases E. coli MazEF RNase cleavage of RNA. FAM/BHQ RNA-DNA oligo cleavage fluorescence, 5 h. 350,000 compounds, 0.32% hits. AID 504720. activation, % at 20 µM; in the data active = activation above about 50%
DUSP3 inh – blocks human VHR1 dual specificity phosphatase; recombinant VHR phosphatase, pNPP absorbance; inhibition, % at 13.3 µM; AID 1654; 290,000 compounds, 0.52% hits; in the data active = inhibition above about 50%; also: some compounds called inactive have numbers as strong as hits
Target sequence (P51452 whole entry, looked up): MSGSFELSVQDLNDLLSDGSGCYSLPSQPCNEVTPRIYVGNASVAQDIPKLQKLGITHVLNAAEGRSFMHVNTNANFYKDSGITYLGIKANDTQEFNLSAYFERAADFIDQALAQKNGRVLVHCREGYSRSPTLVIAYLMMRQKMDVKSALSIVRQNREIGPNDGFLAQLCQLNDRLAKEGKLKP
Mtb UGM inh – inhibitors of M. tuberculosis UDP-galactopyranose mutase; purified UGM, fluorescence polarization probe displacement; inhibition, % at 10 µM; 320,000 compounds, 0.06% hits; AID 504406; in the data active = inhibition above about 10%, passing the limit was not always enough
Target sequence (P9WIQ1 whole entry, looked up): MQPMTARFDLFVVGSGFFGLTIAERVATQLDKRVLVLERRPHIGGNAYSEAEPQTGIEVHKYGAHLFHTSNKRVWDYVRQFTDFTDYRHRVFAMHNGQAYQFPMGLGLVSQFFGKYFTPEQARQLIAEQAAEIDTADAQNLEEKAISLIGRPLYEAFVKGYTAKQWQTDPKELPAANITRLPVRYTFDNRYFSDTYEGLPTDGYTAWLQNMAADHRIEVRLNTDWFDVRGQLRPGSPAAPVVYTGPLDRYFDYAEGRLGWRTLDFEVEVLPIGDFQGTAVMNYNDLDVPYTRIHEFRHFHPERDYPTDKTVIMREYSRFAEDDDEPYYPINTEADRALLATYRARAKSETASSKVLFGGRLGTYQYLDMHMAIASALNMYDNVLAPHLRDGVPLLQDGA
PriA SSB inh – K. pneumoniae PriA-SSBct interaction inhibition; inhibition, % at 33 µM; AlphaScreen SSBct-PriA binding, biotinylated peptide; 430,000 compounds, 0.6% hits; AID 1272365; in the data active = inhibition mostly above about 37%, no sharp cut-off; inactive = mostly below about 20%;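 also: plate controls were negative control peptide for no effect and reference peptide for full effect; strong numbers were not always called active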
Mtb FBA inh – inhibits M. tuberculosis FBA enzyme. P9WQA3. purified M. tuberculosis FBA, fluorescence read-out. inhibition, % at 1 µM. 360,000 compounds, 2.3% hits; in the data active = inhibition above about 27%;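 also: 0% = vehicle and 100% = reference inhibitor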
Target sequence (P9WQA3 whole entry, looked up): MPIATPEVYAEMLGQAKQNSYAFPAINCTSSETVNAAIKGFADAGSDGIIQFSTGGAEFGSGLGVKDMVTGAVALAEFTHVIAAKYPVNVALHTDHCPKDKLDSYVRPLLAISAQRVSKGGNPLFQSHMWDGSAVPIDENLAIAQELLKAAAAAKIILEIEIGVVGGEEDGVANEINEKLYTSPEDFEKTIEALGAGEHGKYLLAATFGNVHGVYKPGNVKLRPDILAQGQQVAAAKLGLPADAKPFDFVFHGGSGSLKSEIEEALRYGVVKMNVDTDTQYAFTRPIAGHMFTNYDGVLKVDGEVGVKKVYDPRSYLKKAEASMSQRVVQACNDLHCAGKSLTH
GDH-TPI inh – counter-screen for M. tuberculosis FBA inhibitors: GDH-TPI coupled enzymes; GDH-TPI coupled enzyme counterscreen, NADH absorbance; inhibition, % at 4.8 µM; 360,000 compounds, 1.2% hits; AID 588335; in the data active = inhibition above about 30%;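 also: 0% = DMSO wells and 100% = wells lacking the enzyme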
Mtb BioA inh – blocks M. tuberculosis BioA enzyme activity; purified M. tuberculosis BioA enzyme, plate reader; inhibition, % at 9.99 µM; 360,000 compounds, 0.096% hits; AID 602481; in the data active = inhibition above about 40%
Rv3671c protease – inhibits the M. tuberculosis serine protease Rv3671c; P9WHR9; inhibition, % at 5.96 µM; 320,000 compounds, 0.048% hits; in the data active = inhibition above about 38%;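 also: extracellular domain of Rv3671c used as enzyme; 0% = enzyme with DMSO and 100% = no enzyme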
Vc quorum ag – induces V. cholerae light production without autoinducers | 350,000 compounds, 0.16% hits | AID 588436 | activation, % at 18.7 µM | V. cholerae BH1578 lux reporter, luminescence, 6 h; in the data active = activation mostly above about 9.7%, no sharp cut-off; also: not every result past the cut was called active; inactives centre near 0; reference of the scale not given here
3CLpro inhibitor – SARS-CoV 3CLpro protease inhibition | 290,000 compounds, 0.14% hits | recombinant SARS-CoV 3CLpro, quenched FRET peptide cleavage | AID 1706 | inhibition, % at 6 µM; in the data active = inhibition above about 12%
Starred values were filed as active, the others as inactive; i = inactive; / = not tested or not shown; & = joins results of further samples.

Each structure is followed by: MazEF act	DUSP3 inh	Mtb UGM inh	PriA SSB inh	Mtb FBA inh	GDH-TPI inh	Mtb BioA inh	Rv3671c protease	Vc quorum ag	3CLpro inhibitor
> NC(=O)c1cc(S(=O)(=O)NCc2ccc(Br)cc2)cs1
→ -1	-22	-2.5	5	2	4	-0.9	0	-0.2	3
> Cc1cc(=O)oc(C)c1C(=O)Nc1ccc2nsnc2c1
→ -3	-6	-2.6	0	10	7	-0.5	4	i	0
> CC(C)(C)NC(=O)C(c1ccco1)N(C(=O)Cn1nnc(-c2ccc(F)cc2)n1)c1cccc(F)c1 (centres undefined)
→ 0	22	0.2	-5	7	3	/	-12	-0.5	-5
> Cc1cc2ccccn2c1C(=O)Nc1ccccc1
→ 6	9	0.6	-9	4	14	/	3	i	0
> C=CCN1C=CC(=O)CC1
→ 4	7	0.0	6	-3	28	0.6	-1	-0.4	/
> COc1ccc(CC(=O)NC2CC2)cc1OC
→ 2	53*	0.3	-9	4	2	-4.2	6	0.9	-3
> O=C(NN1C(=O)C2C3c4ccccc4C(c4ccccc43)[C@@H]2C1=O)c1ccccc1 (some centres undefined)
→ -10	-15	0.5	-4	-1	8	/	-1	-0.1	1
> Cc1ccc2c(CN3CCN(S(=O)(=O)c4ccc5c(c4)OCCO5)CC3)cc(=O)oc2c1C
→ -28	32	3.4	-4	0	0	0.9	-9	-0.2	-2
> Cc1cc(C)n2c(=O)c3ccc(Cl)cc3nc2c1C#N
→ 36	-5	-0.2	-16	-5	11	/	-4	-0.1	1
> Cc1ccc(S(=O)(=O)N2[C@@H](c3ccc(Cl)c(Cl)c3)C(C(=O)O)=C[C@H]2C(C)(C)C)cc1
→ 5	/	1.0	-9	-3	2	3.5	-1	1.9	/

Next part:
Each structure is followed by: MazEF act	DUSP3 inh	Mtb UGM inh	PriA SSB inh	Mtb FBA inh	GDH-TPI inh	Mtb BioA inh	Rv3671c protease	Vc quorum ag	3CLpro inhibitor
> Cn1ncc(Cl)c1C(=O)Nc1ccc(CN2CCCCC2)cc1
→ -1	19	2.7	-6	-1	-7	0.1	-5	i	-3
> Cn1cc(Cl)c(C(=O)Nc2nc3ccc([N+](=O)[O-])cc3s2)n1
→ 1	18	-4.0	-13	-5	11	/	4	-0.1	2
> CSCCNC(=O)c1ccc2nc(C3CCCCC3)oc2c1
→ -8	-4	-1.9	0	3	13	0.2	-4	-2.0	0
> CN(C(=O)c1ccno1)c1nnc(-c2cnccn2)s1
→ 2	6	4.7	-9	5	14	-0.7	-8	0.4	-7
> O=C(c1cccs1)N1CC=C(c2ccccc2)CC1
→ 1	/	2.0	5	-1	8	-0.2	-11	i	/
> CC(C)(C)C(=O)NC(=S)Nc1ccccc1N1CCCC1
→ 11	40	-0.9	0	-2	2	/	-5	-0.3	-5
> COc1ccc(NC(=O)c2ccc3nc(-c4ccccc4)c(-c4ccccc4)nc3c2)c(OC)c1
→ -3	45	-2.6	-14	2	3	/	5	-0.3	-2
> O=C1CNC(=S)N1Cc1ccccc1Cl
→ -8	26	-1.5	-12	-1	3	-2.0	-12	1.6	4
> C[C@H]1CN([C@@H](C)CO)C(=O)CCCn2cc(nn2)CO[C@@H]1CN(C)S(=O)(=O)c1ccc(-n2cccn2)cc1
→ 6	/	/	/	-1	7	-0.2	/	-2.1	/
> O=C1CSC(c2cccc([N+](=O)[O-])c2)N1c1ccccc1F (centres undefined)
→ -2	7	0.2	2	-1	7	/	-7	-0.1	-3

Next part.
Each structure is followed by: MazEF act	DUSP3 inh	Mtb UGM inh	PriA SSB inh	Mtb FBA inh	GDH-TPI inh	Mtb BioA inh	Rv3671c protease	Vc quorum ag	3CLpro inhibitor
> COc1ccc(CC(=O)NNC(=S)NC(=O)c2cc(OC)c(OC)c(OC)c2)cc1
→ 6	/	/	/	0	14	2.0	/	-0.1	/
> CCSc1nnc(NC(=O)CSc2nnc(CNC(=O)c3cc(OC)c(OC)c(OC)c3)o2)s1
→ 4	3	0.4	5	5	1	-1.1	0	i	2
> O=C(CCCc1ccccc1)NCc1cccnc1
→ 1	18	5.0	-9	0	-3	0.2	3	i	-6
> CC(=O)C1CCC2C3C=CC4=CC(=O)CCC4(C)C3CCC12C (centres undefined)
→ /	/	/	/	0	2	1.8	/	-0.3	/
> C[C@@H]1CN([C@@H](C)CO)C(=O)CCCn2nncc2CO[C@@H]1CN(C)S(=O)(=O)c1ccccc1F
→ 0	/	/	/	1	3	-0.3&-0.9	/	-0.4	/
> CCCc1cc(=O)oc2c3c(c4c(c12)OC(C)(C)C=C4)OC(C)C(C)C3O (centres undefined)
→ 7	0	3.2	-3	6	19	0.9	1	-0.4	2
> O=C(OC1CCCCC1)c1ccc(NC(=O)c2ccco2)cc1
→ 5	1	0.1	5	3	4	1.5	-34	-0.5	3
> CC(=O)Nc1cccc(-c2ccnc3c2CC(C(=O)NCc2ccc(F)c(F)c2)O3)c1 (centres undefined)
→ /	/	/	/	3	2	6.0	/	-0.3	/
> O=c1[nH]c(N2CCCCC2)nc2c1CCCC2
→ -11	-1	-1.4	-17	-8	1	/	2	-3.1	-2
> COc1ccccc1N1C(=O)c2cccc3c(Cl)ccc(c23)C1=O
→ 6	-4	1.6	-6	4	8	-2.1	-3	i	-1

A different layout for some results above.
CCSc1nnc(NC(=O)CSc2nnc(CNC(=O)c3cc(OC)c(OC)c(OC)c3)o2)s1
  MazEF act: 4	DUSP3 inh: 3	Mtb UGM inh: 0.4	PriA SSB inh: 5	Mtb FBA inh: 5	GDH-TPI inh: 1	Mtb BioA inh: -1.1	Rv3671c protease: 0	Vc quorum ag: i	3CLpro inhibitor: 2

O=C(CCCc1ccccc1)NCc1cccnc1
  MazEF act: 1	DUSP3 inh: 18	Mtb UGM inh: 5.0	PriA SSB inh: -9	Mtb FBA inh: 0	GDH-TPI inh: -3	Mtb BioA inh: 0.2	Rv3671c protease: 3	Vc quorum ag: i	3CLpro inhibitor: -6

CC(=O)C1CCC2C3C=CC4=CC(=O)CCC4(C)C3CCC12C (centres undefined)
  MazEF act: /	DUSP3 inh: /	Mtb UGM inh: /	PriA SSB inh: /	Mtb FBA inh: 0	GDH-TPI inh: 2	Mtb BioA inh: 1.8	Rv3671c protease: /	Vc quorum ag: -0.3	3CLpro inhibitor: /

C[C@@H]1CN([C@@H](C)CO)C(=O)CCCn2nncc2CO[C@@H]1CN(C)S(=O)(=O)c1ccccc1F
  MazEF act: 0	DUSP3 inh: /	Mtb UGM inh: /	PriA SSB inh: /	Mtb FBA inh: 1	GDH-TPI inh: 3	Mtb BioA inh: -0.3&-0.9	Rv3671c protease: /	Vc quorum ag: -0.4	3CLpro inhibitor: /

Following part.
Each structure is followed by: MazEF act	DUSP3 inh	Mtb UGM inh	PriA SSB inh	Mtb FBA inh	GDH-TPI inh	Mtb BioA inh	Rv3671c protease	Vc quorum ag	3CLpro inhibitor
> NNC(=O)c1nnn(-c2nonc2N)c1CN1CCCC1
→ -5	53*	0.2	-7	-2	9	-0.9	-1	67*	-5
> Cc1ccc(CSc2nnc(SCC(=O)N/N=C/C=C/c3ccco3)s2)cc1
→ -9	-11	-2.6	/	1	9	/	-8	-0.3	1
> Cc1onc(C(=O)Nc2ccccc2C(F)(F)F)c1[N+](=O)[O-]
→ 1	-4	1.5	-21	-2	7	-3.0	-1	-0.2	2
> CNc1nc(Oc2cccc(F)c2)c2sccc2n1
→ /	/	/	/	6	1	3.9	/	-0.2	/
> CCOC(=O)c1sc2nccc(OC)c2c1N=CNOC
→ 6	24	-2.0	-15	11	17	/	0	-0.2	-2
> CC(=O)c1ccc(OCc2cc(C(=O)N3CC4C[C@@H]5CC3C[C@H](C4)C5)no2)cc1
→ -3	19	0.0	-15	-2	0	3.1	-12	/	3
> Cc1nc2nc(COc3ccccc3)[nH]n2c(=O)c1Cl
→ 6	-5	-0.1	-7	-3	3	1.1	-11	i	-5
> Nc1ccnn1-c1ccccc1
→ -1	28	-0.5	-20	-4	-9	0.3	-9	i	3
> CC(=O)c1ccc(OCC(=O)c2cc(C)n(-c3ccc4c(c3)OCO4)c2C)cc1
→ 3	-1	1.0	24	-1	9	/	4	-0.3	2
> Cc1nc2ccccc2c2c(N)c3ccccc3n12
→ 1	11	-1.5	10	-4	2	/	-1	-0.1	0

The list goes on.
Each structure is followed by: MazEF act	DUSP3 inh	Mtb UGM inh	PriA SSB inh	Mtb FBA inh	GDH-TPI inh	Mtb BioA inh	Rv3671c protease	Vc quorum ag	3CLpro inhibitor
> Cc1ccc(S(=O)(=O)N(CC(=O)NCC2CCCO2)Cc2cccc(C)c2)cc1 (centres undefined)
→ -2	9	0.9	-20	0	8	0.2	-8	-0.9	0
> CC1(C)Cc2cccc(OCC(=O)Nc3ccccc3C(F)(F)F)c2O1
→ -1	2	-1.7	-23&-34	-2	5	1.0	2	-1.3	4
> COc1cc(/C=C2\SC(N)=NC2=O)ccc1OCC(=O)Nc1ccc(C)cc1
→ -117	14	-0.7	/	-1	20	/	-46	-0.4	3
> O=C(Oc1nsnc1N1CCOCC1)c1ccccc1
→ 4	-17	-1.6	-5	0	-1	-0.4	-14	i	-3
> O=C(Cn1ccc2ccccc2c1=O)NCC(=O)N1CCN(c2ccc(F)cc2)CC1
→ 8	17	0.1	5	-2	3	7.8	6	-0.3	0
> COc1ccc(OCC(=O)OC2CCCN(C)C2)cc1 (centres undefined)
→ 1	14	-1.2	-1	6	-18	/	4	0.4	-2
> FC(F)(F)c1nnc(Nc2ccc(Cl)cc2)s1
→ 7	-5	-0.5	-12	0	-5	3.0	-2	-0.1	2
> Cc1ccc(-c2ccccc2)n1-c1ccc(C(=O)O)cc1
→ -5	-7	-0.4	-13	-1	12	-0.2	-7	-12	5
> CNC(=O)c1ccsc1NC(=O)C1CCN(S(=O)(=O)c2ccc(Cl)s2)CC1
→ 1	/	-3.4	1&-14	-1	2	1.2	-1	-1.2	/
> O=C(O)CCN1C(=O)C2C3CC(C2C1=O)C1C(c2ccccc2)c2sc(=O)n(-c4ccccc4)c2SC31 (centres undefined)
→ 3	-1	-0.8	25	1	5	/	2	i	-1

An excerpt from above with just PriA SSB inh and 3CLpro inhibitor.
SMILES | PriA SSB inh | 3CLpro inhibitor
FC(F)(F)c1nnc(Nc2ccc(Cl)cc2)s1 | -12 | 2
Cc1ccc(-c2ccccc2)n1-c1ccc(C(=O)O)cc1 | -13 | 5

Going on with the list:
Each structure is followed by: MazEF act	DUSP3 inh	Mtb UGM inh	PriA SSB inh	Mtb FBA inh	GDH-TPI inh	Mtb BioA inh	Rv3671c protease	Vc quorum ag	3CLpro inhibitor
> CCOC(=O)N1CCN(c2ccnc3cc(Cl)ccc23)CC1
→ 2	23	0.0	-5	-1	8	2.1	-5	-0.5	-2
> CC(C)c1ccc(NC(=S)N(C)CCc2ccccn2)cc1
→ 10	5	-2.4	-3	-3	-2	/	-1	-3.0	1
> Cc1nnc(NC(=O)c2ccc(S(=O)(=O)N3CCCCC3C)cc2)o1 (centres undefined)
→ -7	4	0.8	/	7	8	-0.4	-10	i	-3
> CCc1nc2ccccc2n1Cc1cc(=O)n2cc(C)ccc2n1
→ 4	28	2.5	-4	17	12	-1.3	0	5.6	2

Compound activity (PubChem BioAssay)

Only part of the results is shown, so the mix of outcomes need not match the whole.
